MgcRacGAP inhibition = MgcRacGAP GTPase-activating activity inhibitors, confirmation, biochemical, ADP Hunter fluorescence | AID 624330 | 340,000 tested, 0.6% active | MgcRacGAP-stimulated Rac1 GTP hydrolysis, ADP Hunter fluorescence; higher % means a stronger effect; GST-tagged Rac1 F28L mutant substrate | inhibition, % at 30 µM; hits with a dose series show IC50 in µM;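 active means first-screen hits whose inhibition reached a set limit at any dose in the follow-up dose series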;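 further: fluorescence reports GDP produced by GAP-driven GTP hydrolysis; strong numbers were not always called active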
Dengue-2 NS5 capping = Dengue-2 NS5 methyltransferase inhibitors, primary screen, biochemical, confirmation dose response (AID 588689); inhibition, % at 25 µM, or IC50 in µM where a hit was titrated; 340,000 tested, 0.3% active; Dengue-2 NS5 methyltransferase capping enzyme assay, biochemical; higher % means a stronger effect; in the data active means a potency from the dose series
PhoP inhibition = inhibitors of PhoP regulon expression, primary screen, Salmonella Typhimurium, GFP reporter (AID 1863); S. Typhimurium PhoP-regulated promoter GFP reporter, 4 h; higher % means a stronger effect; one-dose inhibition, % at 50 µM; IC50 in µM for titrated hits; 300,000 tested, 0.16% active;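 active means inhibition over 29.93%, a cutoff 3 SD above the screen mean, later confirmed by dose response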;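 further: 0% = low Mg2+ inducing control and 100% = high Mg2+ repressing control; strong numbers were not always called active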
SV40 large T antigen = TAg ATPase/helicase activity blockers – biochemical (AID 1903). 310,000 tested, 0.39% active. SV40 large T antigen ATPase/helicase inhibition assay; higher % means a stronger effect. one-dose inhibition, % at 20 µM; IC50 in µM for titrated hits; in the data active means a potency from the dose series; further: strong numbers were not always called active
LYP inhibition = inhibitors of LYP phosphatase, biochemical, fluorescence intensity, uHTS (AID 1779). recombinant LYP phosphatase, fluorescence intensity; higher % means a stronger effect. inhibition, % at 11.5 µM, or IC50 in µM where a hit was titrated. 290,000 tested, 0.054% active; in the data active means inhibition above about 50%;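 further: plate controls were vehicle with enzyme for no effect and no enzyme for full effect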
West Nile antiviral = inhibition of WNV-induced cytopathic effect – cell-based, CPE readout (AID 1621) | CPE inhibition, % at 10 µM, or IC50 in µM where a hit was titrated | 290,000 tested, 0.02% active | West Nile virus-infected cells, CPE inhibition; higher % means a stronger effect; in the data active means a potency from the dose series; further: strong numbers were not always called active
RSV CPE inhibition = inhibition of RSV-induced cytopathic effect – HEp-2 cells, primary 10 µM value included (AID 2391) | one-dose CPE inhibition, % at 10 µM; IC50 in µM for titrated hits | HEp-2 cells, RSV-induced CPE inhibition; higher % means a stronger effect | 310,000 tested, 0.13% active; in the data active means a potency from the dose series; further: strong numbers were not always called active
GPR35 antagonists = GPR35 antagonists blocking zaprinast-driven arrestin recruitment, primary screen, imaging, U2OS, beta-arrestin-GFP, zaprinast agonist (AID 2058); U2OS GPR35 beta-arrestin-GFP translocation imaging, zaprinast antagonism; higher % means a stronger effect; 290,000 tested, 0.052% active; one-dose inhibition, % at 10 µM; IC50 in µM for titrated hits;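 active means inhibition of at least 50% with at least 30 cells and total cytoplasm GFP at most 10,000,000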
CSM14.1 death rescue = rescue of cells from ER stress-induced death, primary screen, 384-well, CSM14.1, thapsigargin, ATP luminescence (AID 1222); CSM14.1 thapsigargin-induced death rescue, ATP luminescence; higher % means a stronger effect; 190,000 tested, under 10 active; cellular ATP content (survival), % at 20 µM, or EC50 in µM where a hit was titrated;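 active means EC50 below 50 µM in the dose-response confirmation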;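 further: death triggered by thapsigargin at about 15 µM added after 2 h compound pretreatment; cell ATP read after overnight thapsigargin exposure of roughly 18 to 22 hours; normalized against plate controls of thapsigargin alone and 5% DMSO vehicle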
Dengue-2 NS5 capping pilot replicate = recorded beside Dengue-2 NS5 capping, whose call it bears; inhibition, %; measured here: pilot screen replicate inhibition
The depositor's hits bear a star; x = no result given. Rows were taken by chance. About 1.5% of those tested had a hit in this group.

Start of the listing, in advance:
SMILES	MgcRacGAP inhibition	Dengue-2 NS5 capping	PhoP inhibition	SV40 large T antigen	LYP inhibition	West Nile antiviral	RSV CPE inhibition	GPR35 antagonists	CSM14.1 death rescue	others
COC(=O)C1CN(C(=O)COc2ccc(Cl)cc2Cl)c2ccccc2O1 (centres undefined)	10%	-11%	-5%	4%	-5%	0.4%	-0.7%	7%	x
COc1cccc(NC(=O)CNC(=O)c2ccc(C)o2)c1	12%	-1%	-3%	5%	-12%	-0.6%	2.4%	3%	x	Dengue-2 NS5 capping pilot replicate=-4.9
COc1ccc(C(=O)COC(=O)c2cnc(C)cn2)c(OC)c1	3%	-1%	1%	-1%	x	x	0.3%	x	x
COc1ccc(Nc2nc3c(C)cccc3cc2C#N)c(OC)c1	0%	-1%	4%	2%	11%	0.1%	2.7%	-9%	-5.2%
O=C(NCc1ccco1)c1nn2cccnc2c1Cl	7%	-5%	6%	3%	0%	-0.6%	1.9%	-17%	0.1%
O=C(CS(=O)(=O)c1cn(CC(=O)N2CCCC2)c2ccccc12)Nc1ccccc1F	12%	-6%	6%	22%	-6%	-0.7%	-0.2%	-2%	x
O=c1c(-c2ccco2)[n+]([O-])c2ccccc2n1OCc1c(F)cccc1F	3%	-10%	-2%	19%	-5%	0.5%	x	-1%	x

Main list, from the first entry:
SMILES	MgcRacGAP inhibition	Dengue-2 NS5 capping	PhoP inhibition	SV40 large T antigen	LYP inhibition	West Nile antiviral	RSV CPE inhibition	GPR35 antagonists	CSM14.1 death rescue	others
COC(=O)C1CN(C(=O)COc2ccc(Cl)cc2Cl)c2ccccc2O1 (centres undefined)	10%	-11%	-5%	4%	-5%	0.4%	-0.7%	7%	x
COc1cccc(NC(=O)CNC(=O)c2ccc(C)o2)c1	12%	-1%	-3%	5%	-12%	-0.6%	2.4%	3%	x	Dengue-2 NS5 capping pilot replicate=-4.9
COc1ccc(C(=O)COC(=O)c2cnc(C)cn2)c(OC)c1	3%	-1%	1%	-1%	x	x	0.3%	x	x
COc1ccc(Nc2nc3c(C)cccc3cc2C#N)c(OC)c1	0%	-1%	4%	2%	11%	0.1%	2.7%	-9%	-5.2%
O=C(NCc1ccco1)c1nn2cccnc2c1Cl	7%	-5%	6%	3%	0%	-0.6%	1.9%	-17%	0.1%
O=C(CS(=O)(=O)c1cn(CC(=O)N2CCCC2)c2ccccc12)Nc1ccccc1F	12%	-6%	6%	22%	-6%	-0.7%	-0.2%	-2%	x
O=c1c(-c2ccco2)[n+]([O-])c2ccccc2n1OCc1c(F)cccc1F	3%	-10%	-2%	19%	-5%	0.5%	x	-1%	x
O=S(=O)(c1ccccc1)c1nc(-c2ccco2)oc1NCCCN1CCOCC1	9%	3%	6%	12%	-6%	-0.4%	0.9%	-2%	0.8%
COc1ccccc1N(C(=O)CNS(=O)(=O)c1ccccc1)C(C(=O)NCc1ccco1)C(C)C (centres undefined)	-2%	-8%	4%	0%	-9%	-0.1%	x	-5%	-1.1%
COc1ccccc1/C=C(\NC(=O)c1ccc(OC)c(OC)c1)C(=O)Nc1ccc([N+](=O)[O-])cc1	-2%	0%	0%	4%	8%	-1.1%	2.3%	7%	-0.9%
CCOC(=O)c1ccccc1NC(=O)COc1cc(=O)n(CC)c2ccccc12	5%	-1%	-9%	15%	-1%	0.5%	6.5%	-4%	0.0%
COc1cc(/C=N/NC(=O)c2cccc([N+](=O)[O-])c2)cc(OC)c1O	6%	x	16%	20%	1%	0.4%	2.2%	2%	1.1%

5 entries from above, sorted by SMILES length, falling:
SMILES	MgcRacGAP inhibition	Dengue-2 NS5 capping	PhoP inhibition	SV40 large T antigen	LYP inhibition	West Nile antiviral	RSV CPE inhibition	GPR35 antagonists	CSM14.1 death rescue	others
COc1ccccc1N(C(=O)CNS(=O)(=O)c1ccccc1)C(C(=O)NCc1ccco1)C(C)C (centres undefined)	-2%	-8%	4%	0%	-9%	-0.1%	x	-5%	-1.1%
COc1cc(/C=N/NC(=O)c2cccc([N+](=O)[O-])c2)cc(OC)c1O	6%	x	16%	20%	1%	0.4%	2.2%	2%	1.1%
O=c1c(-c2ccco2)[n+]([O-])c2ccccc2n1OCc1c(F)cccc1F	3%	-10%	-2%	19%	-5%	0.5%	x	-1%	x
COC(=O)C1CN(C(=O)COc2ccc(Cl)cc2Cl)c2ccccc2O1 (centres undefined)	10%	-11%	-5%	4%	-5%	0.4%	-0.7%	7%	x
COc1ccc(Nc2nc3c(C)cccc3cc2C#N)c(OC)c1	0%	-1%	4%	2%	11%	0.1%	2.7%	-9%	-5.2%

Next section:
SMILES	MgcRacGAP inhibition	Dengue-2 NS5 capping	PhoP inhibition	SV40 large T antigen	LYP inhibition	West Nile antiviral	RSV CPE inhibition	GPR35 antagonists	CSM14.1 death rescue	others
Cc1ccccc1NC(=S)Nn1cnnc1	5%	-9%	-6%	11%	-1%	-0.5%	1.4%	6%	x
CSc1ncc(C(=O)NCCCc2ccccc2)c(C)n1	10%	1%	-1%	8%	3%	0.6%	1.9%	-6%	x
COC(=O)C(O)(CC(=O)c1ccc(OC)cc1)C(F)(F)F (centres undefined)	3%	-5%	-8%	2%	-1%	-0.3%	1.0%	1%	x
Cc1ccc(O)c(-c2[nH]ncc2C(=O)c2ccc(Cl)cc2)c1	5%	-6%	22%	15%	-4%	-1.1%	4.2%	-1%	x
Cc1ccc(N/N=C2\COC(C)(C)CC2=O)cc1	11%	6%	-1%	13%	-5%	0.1%	5.3%	25%	-4.4%
Cc1ccc(C(=O)CC(=O)c2ccc(C)cc2O)cc1	4%	-3%	1%	0%	-2%	-0.2%	1.4%	-6%	x
COc1cc(/C=C2\SC(=S)N(NC(=O)c3ccncc3)C2=O)ccc1O	48µM*	2%	-4%	32%	-2%	0.1%	0.4%	11%	x
COc1ccc(CCn2c(C(C)C)nc3c(c(=O)c4ccccc4n3C)c2=O)cc1	3%	7%	-10%	23%	0%	0.3%	4.9%	-3%	19%
Cn1c(Cc2cccc3ccccc23)nnc1SCC(=O)N1CCN(c2ccccc2)CC1	-3%	-6%	6%	11%	0%	-0.7%	9.2%	-12%	0.3%	Dengue-2 NS5 capping pilot replicate=-7.3
Cc1cc(C(=O)N2CCN(c3ccc(F)cc3)CC2)on1	-3%	0%	x	7%	-5%	-0.8%	2.0%	11%	x
COC(=O)c1c(NC(=O)c2cccs2)sc2c1CCC(C)C2 (centres undefined)	9%	10%	-15%	9%	-3%	-0.1%	3.2%	31%	-0.5%
O=C(COC(=O)c1cc2c(s1)CCCCC2)NC1CCS(=O)(=O)C1 (centres undefined)	7%	-2%	-3%	9%	x	x	0.4%	x	x
Cc1cc(C)nc(-n2nc(C)cc2NC(=O)COC(=O)CCC(=O)c2cccs2)n1	2%	1%	12%	12%	-9%	0.0%	0.0%	-6%	0.2%
CCOC(=O)N1CCC(Nc2c(NCCCOC)c(=O)c2=O)CC1	5%	1%	0%	10%	-6%	-0.1%	0.8%	-11%	-2.9%
CNC1=C(N(C(C)=O)c2ccc(Br)cc2)C(=O)c2ccccc2C1=O	4%	1%	-4%	-1%	-5%	1.0%	-1.6%	-2%	-6.4%
O=C(CSc1ncn[nH]1)NCCc1ccccc1	10%	2%	5%	11%	-8%	0.4%	2.5%	8%	-2.6%
COCCCn1c(SCC(=O)N2CCc3ccccc32)nnc1-c1ccco1	10%	-3%	-4%	3%	-7%	0.6%	0.8%	15%	0.2%
Cc1no[n+]([O-])c1COc1cccc(/C=N/Nc2nncn2N)c1	8%	15%	-9%	6%	-1%	0.3%	-0.2%	2%	x
CCC(=O)Nc1ccccc1C(=O)OCc1ccc(C(=O)c2ccccc2)cc1	5%	-9%	-10%	-2%	-4%	0.1%	1.0%	8%	-0.1%
Cc1nn(Cc2ccc([N+](=O)[O-])cc2)c(=O)n1-c1cccc(Cl)c1	1%	-8%	-8%	12%	3%	-1.1%	1.0%	0%	-0.3%
CCN(CC)CCN(C(=O)c1ccc2c(c1)CCCC2)c1nc2ccc(C)cc2s1	12%	1%	3%	1%	-2%	-1.0%	0.1%	-6%	x
C=C(C)COc1ccc2c(CC)cc(=O)oc2c1C	-4%	-8%	1%	-1%	0%	-1.4%	4.5%	-5%	-1.8%
Cc1ccc(/S(C)=N/S(=O)(=O)c2ccc(C)cc2)cc1 (centres undefined)	5%	x	10%	4%	-10%	0.1%	2.6%	1%	-1.0%
COCCNC(=O)c1cc(S(=O)(=O)N2CCCCC2)ccc1N1CCOCC1	6%	1%	-11%	6%	x	x	1.6%	x	x
Cc1ccc(NC(=O)C2OCCc3ccccc32)cc1Cl (centres undefined)	6%	-8%	0%	6%	-6%	0.1%	4.8%	4%	-1.4%
CC(C)c1onc(C(=O)N2C(C)CCCC2C)c1[N+](=O)[O-] (centres undefined)	8%	4%	1%	5%	-3%	0.1%	1.5%	-12%	-0.4%
CC(C)CCCNc1nc(N2CCOCC2)nc(N2CCOCC2)n1	-4%	1%	0%	0%	-2%	-0.4%	0.7%	16%	x
O=C(CSc1n[nH]c(=O)[nH]c1=O)N/N=C/C=C/c1ccccc1	10%	-1%	x	12%	1%	-0.2%	-0.6%	-2%	x
COc1ccc(CN2CCN(C(=O)Cn3nc(C(=O)O)c4ccccc4c3=O)CC2)cc1F	7%	-7%	-1%	6%	-3%	-0.3%	0.4%	9%	x
CCN(CC)S(=O)(=O)c1ccc(-c2nnc(SCC(=O)Nc3nnc(C)s3)n2CC)cc1	0%	-11%	-1%	0%	-6%	0.5%	2.5%	14%	-0.6%
COc1ccc(C(=O)COc2ccc(NC(C)=O)cc2)cc1	-5%	-1%	-6%	5%	-3%	0.0%	-0.5%	-2%	-1.4%
NC(=O)CSc1nnc2sc3ccccc3n12	12%	-6%	1%	3%	-3%	0.1%	-0.1%	9%	-1.1%
C=CCNC(=S)NNC(=O)c1cc(O)ccc1O	x	x	-4%	>100µM*	-4%	0.4%	0.1%	-7%	1.4%
Cc1cc(C)c(C)c(S(=O)(=O)NCc2ccc(C(=O)N3CCCC3)cc2)c1C	3%	1%	-10%	3%	-5%	-0.8%	0.4%	-7%	-0.1%
Cc1occc1C(=O)N/N=C/c1cnn(C)c1C	0%	-2%	-6%	1%	3%	-0.5%	1.7%	-15%	17%
COc1ccccc1N1C(=O)N(CC(=O)C(C)(C)C)c2ccccc2S1(=O)=O	8%	-5%	-12%	5%	1%	0.6%	0.5%	15%	x

Source: PubChem
